HTR2A ag: activates the mouse 5-HT2A serotonin receptor | CHO-K1 mHTR2A beta-arrestin complementation, luminescence; percent of 30 µM serotonin response | activation, % at 7.6 µM | 0.66% of 360,000 active | AID 624169;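 active means activation above a run cutoff, the mean activation of all tested compounds plus 3 SD, cut at about 14% in these data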;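 further: 0% = plate median of compound wells and 100% = 30 µM serotonin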
Target sequence (P35363 whole entry, looked up): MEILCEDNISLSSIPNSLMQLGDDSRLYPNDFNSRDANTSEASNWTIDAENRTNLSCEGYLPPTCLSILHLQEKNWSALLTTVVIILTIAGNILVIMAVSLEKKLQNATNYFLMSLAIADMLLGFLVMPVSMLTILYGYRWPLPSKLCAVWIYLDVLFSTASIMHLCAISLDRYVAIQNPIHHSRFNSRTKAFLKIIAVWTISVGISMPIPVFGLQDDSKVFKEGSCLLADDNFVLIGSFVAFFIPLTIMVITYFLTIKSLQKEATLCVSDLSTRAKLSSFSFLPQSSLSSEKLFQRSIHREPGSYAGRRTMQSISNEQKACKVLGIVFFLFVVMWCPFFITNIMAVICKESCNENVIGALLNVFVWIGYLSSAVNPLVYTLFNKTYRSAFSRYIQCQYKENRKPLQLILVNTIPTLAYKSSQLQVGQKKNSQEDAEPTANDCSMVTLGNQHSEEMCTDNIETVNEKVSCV
Granule exo inh: lytic granule exocytosis inhibition. 0.66% of 360,000 active. TALL-104 LAMP-1 surface exposure, flow cytometry; cells stimulated with thapsigargin and PMA. inhibition, % at 10 µM;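 active means inhibition above about 55%, limit read from the data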
aDG glyco act: increases alpha dystroglycan glycosylation; Pro5-aDG cells, alpha-DG glycosylation AlphaScreen (IIH6); 0% Pro5, 100% B10-LARGE cell signal; activation, % at 10 µM; 0.22% of 360,000 active; AID 624168;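 active means activation of at least 8% versus controls, or a plate z-score of at least 8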;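 further: Pro5 are CHO cells carrying HIG-tagged alpha-DG that lacks glycosylation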
CaV13 FRET inh: Primary screen for inhibitors of IQ motif and Ca2+-dependent inactivation inhibitor domain binding in CACNA1D, Förster resonance energy transfer in living cells, …; AID 743397; 0.098% of 340,000 active; inhibition, % at 12.3 µM; HEK cells, CFP/YFP FRET ICDI-IQ, plate reader, 10 min; percent FRET-ratio fall versus neutral wells;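 active means mean replicate inhibition of at least 30% and at least 1% of replicates passing that level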;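 further: 0% = median of the neutral control wells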
ABCB6 inh 2: inhibitors of human ABC transporter ABCB6; Q9NP58; fluorescence ratio to DMSO, % at 10 µM; K562-ABCB6 porphyrin accumulation, flow cytometry, 1 h; stronger effect = lower value; 0.19% of 360,000 active; AID 602162;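 active means fluorescence ratio to DMSO below 75%, the collection mean minus 3 SD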;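 further: signal is porphyrin accumulated inside mitochondria; 100% equals median channel fluorescence of DMSO control wells; lower ratio means ABCB6 inhibition with less porphyrin fluorescence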
PDI turbidity: blocks human protein disulfide isomerase activity; P07237; PDI insulin aggregation turbidity, A650, 90 min; inhibition, % at 10 µM; 0.052% of 350,000 active; AID 588391;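 active means mean inhibition across replicates of 30% or more, whatever share of single replicates reach that level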;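 further: absorbance from insulin aggregation driven by PDI reduction with DTT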
Target sequence (P07237 whole entry, looked up): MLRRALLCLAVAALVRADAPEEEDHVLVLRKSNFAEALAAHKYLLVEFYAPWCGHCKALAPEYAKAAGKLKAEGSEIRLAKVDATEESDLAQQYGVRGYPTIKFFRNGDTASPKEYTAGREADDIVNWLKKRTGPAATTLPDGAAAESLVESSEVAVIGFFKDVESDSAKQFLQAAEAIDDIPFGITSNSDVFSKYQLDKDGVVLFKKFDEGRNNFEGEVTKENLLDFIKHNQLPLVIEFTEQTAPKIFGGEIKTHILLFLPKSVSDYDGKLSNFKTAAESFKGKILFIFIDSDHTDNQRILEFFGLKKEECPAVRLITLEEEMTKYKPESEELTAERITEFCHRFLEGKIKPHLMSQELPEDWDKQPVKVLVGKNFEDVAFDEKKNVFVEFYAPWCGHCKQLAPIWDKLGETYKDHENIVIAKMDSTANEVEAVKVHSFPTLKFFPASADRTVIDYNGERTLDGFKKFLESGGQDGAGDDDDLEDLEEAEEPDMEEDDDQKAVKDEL
Cardio protect: protects H9c2 cardiomyocytes from peroxide injury; H2O2 injury protection, ATPLite, 2 h; protection from H2O2 cell death, % at 20 µM; 0.63% of 360,000 active; AID 588492;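 active means compounds giving at least 50% protection of heart cells from peroxide-induced death in the single-dose screen, raw or plate-pattern-corrected value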;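 further: 0% = DMSO wells with peroxide and 100% = DMSO wells without peroxide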
iPSC survival up: increases survival of single human iPS cells | hiPSC single-cell survival, ATPlite luminescence; 100% = ROCK inhibitor wells, 0% = DMSO | survival enhancement, % at 20 µM | 0.044% of 360,000 active; in the data active means survival enhancement above about 18%;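 further: cells exposed to compounds for 16 hours before the ATP read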
Vif inh: inhibitors of HIV Vif | inhibition, % at 7.49 µM | HEK293T cells, Vif self-association by quenched fluorescence, imaging, 24 h | 0.35% of 340,000 active; in the data active means inhibition above about 50%, passing the limit was not always enough; further: some results filed as inactive read as strong as hits
N-glyco inh: N-linked glycosylation inhibition | D54 ERlucT glycosylation luciferase reporter, 24 h; percent of 100 nM tunicamycin response | 0.23% of 360,000 active | AID 588692 | reporter increase, % at 12.5 µM;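 active means mean luciferase reporter signal, scaled so untreated is 0 and the glycosylation-blocking control 100, at or above a set limit in every replicate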;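 further: luciferase carries N-glycosylation sites so blocking glycosylation raises the light; 0% = median of neutral control wells and 100% = median of 100 nM tunicamycin wells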
* = called active by the depositor; / = not tested or not shown; & = joins results of further samples.

SMILES	HTR2A ag	Granule exo inh	aDG glyco act	CaV13 FRET inh	ABCB6 inh 2	PDI turbidity	Cardio protect	iPSC survival up	Vif inh	N-glyco inh
CCNC(=O)/C(=C/c1cccc([N+](=O)[O-])c1)NC(=O)c1ccc(C)cc1	-1.2	-0.6	0.0	-4.5	101.0	-5.4	7.2	0.8	-1.7	1.1
CCc1nnc(NC(=O)CSc2nc(C)c3c(c2C#N)CCCC3)s1	1.6	-2.1	0.3	-5.3	103.0	-3.5	1.7	2.0	-2.1	-7.0
O=C(COc1ccccc1)NCCSCc1ccco1	3.8	-0.9	4.0	1.1	97.0	-3.5	1.7	-0.8	6.0	0.9
Cc1nc2cc(C(=O)NCc3ccc4c(c3)OCO4)ccc2n1-c1ccc(Br)cc1	-4.2	-3.4	-0.2	-15.5	100.0	-9.7	-2.1	-0.2	2.1	3.2
C/C=C/c1ccc(OCCCNCC(C)O)c(OC)c1 (centres undefined)	-5.4	-1.8	1.2	/	105.0	0.7	-0.6	-3.3	4.0	-1.6
Cn1c(CCNS(=O)(=O)c2ccc(F)cc2)nnc1SCc1cccnc1	3.8	-4.3	-0.1	-3.0	94.0	-7.0	-3.1	0.3	16.1	-0.3
O=c1cc(-c2ccccc2)nc2nc[nH]n12	3.2	-0.8	-0.1	-5.5	86.0	8.1	14.0	5.2	/	/
COC(=O)c1cc(NC(=O)Cc2ccccc2[N+](=O)[O-])ccc1Cl	-3.8	1.0	-0.1	-5.0	97.0	-1.2	-0.4	-2.3	-8.7	6.0
COCCCNC(=O)/C=C/c1ccc(Cl)cc1	-0.8	-1.6	-0.2	-6.7	100.0	-5.1	1.5	0.7	0.9	-0.4
CCc1cc(Cn2nc(-c3ccccc3)cc2C(=O)NCc2ccccc2OC)on1	6.8	5.1	-0.1	-5.4	90.0	1.5	-2.6	-3.6	-0.7	-6.5
COc1ccc(-c2nnc(SCc3cc(C)cc(C)c3)o2)cc1	-0.1	-4.1	0.0	-8.9	188.0	-4.7	-17.3	-0.9	/	3.1
O=C(O)c1cc([N+](=O)[O-])ccc1-c1ccc([N+](=O)[O-])cc1C(=O)O	-1.8	-5.3	0.0	-5.5	100.0	7.7	4.3	1.4	9.2	1.4
CC(=O)n1cc([C@@H]2C=C(C(=O)N3CCN(C)CC3)O[C@H](OCc3ccc(CO)cc3)C2)c2ccccc21	-10.4	0.7	0.0	-4.2	100.0	2.9	5.0	1.2	-6.1	-0.8
Cc1cc(=O)oc2c3c(cc(OCC(=O)NCCN4CCOCC4)c12)OC(C)(C)CC3	-1.5	-3.9	0.2	/	101.0	/	-0.8	-2.7	17.2	3.5
COC(=O)c1sc(S(=O)(=O)Nc2ccc3cn[nH]c3c2)c(C(=O)OC)c1C	0.4	1.5	-0.1	-4.7	92.0	4.9	-4.0	-1.9	-2.3	3.7
COc1ccc(C(=O)Nc2ccnn2C2CCN(Cc3ccc4nonc4c3)CC2)cc1	-6.0	0.4	1.0	-6.5	101.0	7.1	-5.4	-0.3	-0.9	-0.7
CCN(CCn1cccn1)Cc1nc(-c2ccc(OC)cc2)no1	2.7	-2.2	0.2	-9.4	101.0	4.7	-8.6	-0.8	-1.6	0.1
CC(=O)C1=C(C)Nc2ncnn2C1c1ccccc1OCc1ccccc1 (centres undefined)	-2.6	-1.0	2.5	-4.0	146.0	11.7	10.9	0.0	0.0	1.3
COc1cc(CN(C)CC(=O)c2[nH]c(C)c(C(C)=O)c2C)ccc1OC(F)F	3.7	21.5	3.3	-2.0	97.0	3.2	-21.8	1.8	-13.2	-1.3
Cc1ccc2c(CC(=O)NCC(C)(C)N3CCOCC3)coc2c1	6.8	-2.6	0.0	-1.6	102.0	1.0	2.0	-0.4	-3.7	-0.8
COc1ccccc1N1CCN(C(=O)C2CCN(S(=O)(=O)c3ccc(C)cc3)CC2)CC1	1.6	2.9	0.4	-5.3	105.0	4.0	8.6	-0.9	-4.5	-0.4
COc1cccc(NC(=O)CN2CCN(c3nc(-c4cccc(OC)c4)cs3)CC2)c1	-6.4	-1.8	0.3	-4.4	85.0	3.8	-3.4	2.5	-3.7	-3.6
COc1ccc(NC2CCCN(C(=O)C3(C)CCCCC3)C2)cc1 (centres undefined)	3.5	1.7	-0.2	-16.0	95.0	3.4	1.7	-0.5	-4.7	-0.6
Cc1ccc(C(=O)NCC(=O)N2CCN(S(=O)(=O)c3cccs3)CC2)s1	2.2	3.2	0.0	-3.6	99.0	2.7	-1.0	-0.7	1.2	3.8
Cc1nnc(SCC(=O)NCCc2ccccc2)s1	-0.6	1.6	-0.2	-3.8	103.0	-3.2	2.2	1.4	17.2	-1.3
CCOc1ncccc1C(=O)Nc1cccc(-c2nc3cccnc3s2)c1	1.2	2.8	-0.2	1.6	89.0	-1.2	64.2*	-0.3	3.7	1.0
Cc1cc(C(=O)NNC(=S)Nc2ccccc2C)cs1	-8.2	-0.1	-0.2	-18.2	103.0	-1.7	-2.0	-1.3	2.8	3.4
Cc1ccc(/C=N/n2c(-c3ccco3)n[nH]c2=S)cc1	2.4	-7.1	-0.1	-4.2	97.0	-4.3	5.5	-0.5	-6.5	1.1
O=C(c1ccc(Cl)cc1[N+](=O)[O-])N1CCN(c2ccccn2)CC1	3.2	2.8	0.2	-6.9	83.0	-4.8	1.3	-2.6	3.4	0.4
CC(=O)N1CCN(c2cccc(C)c2C)CC1	1.1	-0.6	-0.1	-5.5	87.0	-3.5	7.7	0.7	-15.9	2.5
CC(C)C[C@H](NC(=O)c1nc[nH]c1C(=O)NCCNC(=O)OC(C)(C)C)C(=O)CNCCNC(=O)c1[nH]cnc1C(=O)N[C@@H](C)C(=O)OC(C)(C)C	4.6	3.6	-0.2	-9.8	107.0	-2.2	8.8	-0.9	-11.5	-0.3
COc1ccc(C2C(C(=O)NCc3ccccn3)c3cc(OC)c(OC)cc3C(=O)N2C)cc1 (centres undefined)	2.3	5.4	-0.3	-4.1	95.0	0.0	15.0	0.9	6.8	2.1
CCC(C)NC(=O)CS(=O)(=O)Cc1nc(-c2cccc(OC)c2)oc1C (centres undefined)	-1.8	2.1	0.0	11.8	95.0	/	-0.3	-1.3	/	2.4
Cn1c(=NC(=O)CS(=O)(=O)c2ccccc2)sc2cc([N+](=O)[O-])ccc21	2.8	2.0	-0.6	-1.3	103.0	8.4	9.5	-0.4	-3.3	0.9
CC(=O)Nc1ccc(Nc2ncc([N+](=O)[O-])c(Nc3ccc(NC(C)=O)cc3)n2)cc1	0.1	-0.6	-0.4	/	94.0	15.6	36.4	-3.5	-10.7	-0.4
CC(=O)c1ccc(N2CCN(C(=O)Cc3ccccc3)CC2)c(F)c1	7.3	-7.5	0.3	-4.2	100.0	9.4	2.0	-0.6	-3.2	-1.1
O=C1N(CCCN2C(=O)C3(OCCO3)c3ccccc32)c2ccccc2C12OCCO2	-2.5	0.3	0.1	-7.2	68.0*	-2.7	8.8	-0.8	-3.2	-0.4
CCOC(=O)c1cc(NC(=O)c2ccccc2)c(=O)oc1C(F)(F)F	2.1	-1.2	0.1	-6.2	95.0	-1.4	4.2	-0.3	10.4	2.0
CC(C)CN1C=C2C(=O)C(C)(OC(=O)CCc3ccccc3)C(=O)C=C2C=C1c1ccc(C#N)cc1 (centres undefined)	3.5	-3.3	0.2	-12.0	102.0	0.6	-1.2	4.7	/	2.8
CCN(CC)S(=O)(=O)c1cccc(C(=O)Nc2nncs2)c1	-2.9	-2.5	-0.1	-3.5	144.0	7.8	6.4	-0.9	-1.9	2.1
Cc1nc(CSc2nnc3scc(-c4ccccc4)n23)cs1	-1.5	-3.1	0.1	-5.4	98.0	2.2	8.5	6.3	-9.4	0.0
C[C@@H]1CN[C@H](CCO)/C1=C\c1ccccc1	15.6*	1.3	-0.3	-3.5	101.0	-1.9	-5.7	1.2	6.4	1.7
CC1CCCC(C)N1C(=O)COC(=O)Cn1cnc2c1c(=O)n(C)c(=O)n2C (centres undefined)	8.4	-6.7	-0.1	-13.5	97.0	0.5	-0.3	0.4	9.7	-1.0
COCCN1Cc2cccc(C(=O)Nc3ccc(S(=O)(=O)N4CCCCCC4)cc3)c2C1=O	-2.2	0.2	-0.1	-2.3	87.0	-4.8	-5.7	0.1	8.3	0.1
CC(=O)Nc1ccc(S(=O)(=O)N2CCN(C34CC5CC(CC(C5)C3)C4)CC2)cc1	-0.1	0.2	0.0	/	90.0	4.2	-9.1	-0.9	1.5	1.3
O=C(CO/N=C/c1ccc(OC(F)F)cc1)N1CCc2ccccc21	6.7	16.9	0.5	-4.9	99.0	-12.7	-7.6	0.2	-2.0	-0.9
Clc1ccc(C2[C@H]3CN(CC4CCCCC4)[C@H](c4ccccc4)C34CC2(c2ccccc2)C4)cn1 (some centres undefined)	-1.4	-2.9	-0.2	-3.9	98.0	-4.3	-15.9	0.8	5.9	-6.6
CCn1ccnc1CN(C)C(=O)C1CCC(=O)N(Cc2cccc(F)c2)C1 (centres undefined)	-0.2	-0.8	0.1	-5.3	99.0	-3.2	-2.1	-0.4	4.7	-0.8
COc1ccccc1N1CCN(S(=O)(=O)c2cc(-c3cc(C)no3)ccc2C(C)C)CC1	3.8	0.4	-0.1	-4.3	96.0	-10.4	-3.2	1.5	-7.4	-4.4
Cc1ccc2nc(-c3cccc(SC4CCCCC4)c3)c(NCc3ccccc3)n2c1	-0.3&-2.8	-3.9&9.2	1.3&2.0	-10.0&-12.2	90.0&97.0	-7.6	-30.7	-0.4&-2.2	-6.7	-6.2
Cc1ccc(COC(=O)c2cc([N+](=O)[O-])ccc2N2CCOCC2)cc1	-2.8	4.0	-0.3	/	94.0	4.5	-7.3	-0.3	9.8	9.4
COc1ccc(N2CCN(C3CC(=O)NC3=O)CC2)cc1 (centres undefined)	-0.3	0.2	0.5	-5.3	101.0	4.3	6.9	3.8	-0.3	4.3

Entries above that have an aryl thioether with sulfur outside any ring:
SMILES	HTR2A ag	Granule exo inh	aDG glyco act	CaV13 FRET inh	ABCB6 inh 2	PDI turbidity	Cardio protect	iPSC survival up	Vif inh	N-glyco inh
CCc1nnc(NC(=O)CSc2nc(C)c3c(c2C#N)CCCC3)s1	1.6	-2.1	0.3	-5.3	103.0	-3.5	1.7	2.0	-2.1	-7.0
Cn1c(CCNS(=O)(=O)c2ccc(F)cc2)nnc1SCc1cccnc1	3.8	-4.3	-0.1	-3.0	94.0	-7.0	-3.1	0.3	16.1	-0.3
COc1ccc(-c2nnc(SCc3cc(C)cc(C)c3)o2)cc1	-0.1	-4.1	0.0	-8.9	188.0	-4.7	-17.3	-0.9	/	3.1
Cc1nnc(SCC(=O)NCCc2ccccc2)s1	-0.6	1.6	-0.2	-3.8	103.0	-3.2	2.2	1.4	17.2	-1.3
Cc1nc(CSc2nnc3scc(-c4ccccc4)n23)cs1	-1.5	-3.1	0.1	-5.4	98.0	2.2	8.5	6.3	-9.4	0.0
Cc1ccc2nc(-c3cccc(SC4CCCCC4)c3)c(NCc3ccccc3)n2c1	-0.3&-2.8	-3.9&9.2	1.3&2.0	-10.0&-12.2	90.0&97.0	-7.6	-30.7	-0.4&-2.2	-6.7	-6.2
